# Screens deposited in PubChem by Sanford-Burnham Center for Chemical Genomics.
# beta cell repl: induces beta-cell replication in MIN6 cells; proliferation, % at 10 µM; actives 0.29% (n = 330,000); MIN6 cells proliferation, ATPlite luminescence, 48 h; cells starved in 0.2% serum; 100% = growth in 10% serum;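 active means compounds whose signal lies at least 3.5 SD above the mean of all wells on their plate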;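 further: 0% = DMSO-treated cells in low-serum medium and 100% = 10% serum control; some compounds called inactive have numbers as strong as hits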
# SENP8 block-1: SENP8 protease inhibition | Q96LD8 | purified SENP8, Z-RLRGG-aminoluciferin cleavage, luminescence | inhibition, % at 10 µM | actives 1.2% (n = 330,000) | AID 2540; in the data active means inhibition above about 50%
# Target sequence (Q96LD8 whole entry, looked up): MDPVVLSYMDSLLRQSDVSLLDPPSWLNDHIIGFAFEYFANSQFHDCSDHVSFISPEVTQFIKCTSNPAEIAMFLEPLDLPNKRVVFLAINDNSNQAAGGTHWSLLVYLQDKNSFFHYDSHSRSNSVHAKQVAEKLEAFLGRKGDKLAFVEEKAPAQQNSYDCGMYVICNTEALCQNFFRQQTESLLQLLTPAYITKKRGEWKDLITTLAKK
# HKDC1 inhibitor: HKDC1 (human) hexokinase inhibition; inhibition, % at 20 µM; actives 0.16% (n = 340,000); recombinant HKDC1, G6PDH/diaphorase resazurin coupled fluorescence; Q2TB90;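 active means inhibition above about 35% when tested at 20 µM, limit read from the data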;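 further: plate controls were DMSO wells with enzyme for no effect and DMSO wells lacking enzyme for full effect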
#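 System: Recombinant HKDC1 hexokinase | Amount: HKDC1 at 5 µg/mL | Reagent: Glucose with 1 mM ATP | Doses: Single 20 µM dose | Incubation: Reaction time 90 min, room temperature, protected from light | Signal: Coupled resazurin fluorescence, excitation 525 nm, emission 613 nm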
# SENP8 block-2: inhibitors of human SENP8 protease; recombinant SENP8, Nedd8 substrate fluorescence; AID 602440; actives 0.64% (n = 360,000); inhibition, % at 20 µM; in the data active means inhibition mostly above about 40%, no sharp cut-off; inactive means mostly below about 27%
# SENP6 block: inhibitors of human SENP6 protease; Recombinant SENP6 catalytic domain, aminoluciferin luminescence; inhibition, % at 10 µM; actives 1.8% (n = 330,000);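 active means inhibition above about 50% at the single tested dose, limit read from the data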;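 further: plate controls were DMSO wells with enzyme for no effect and DMSO wells lacking enzyme for full effect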
# Target sequence (Q9GZR1 628-1112 limits assumed): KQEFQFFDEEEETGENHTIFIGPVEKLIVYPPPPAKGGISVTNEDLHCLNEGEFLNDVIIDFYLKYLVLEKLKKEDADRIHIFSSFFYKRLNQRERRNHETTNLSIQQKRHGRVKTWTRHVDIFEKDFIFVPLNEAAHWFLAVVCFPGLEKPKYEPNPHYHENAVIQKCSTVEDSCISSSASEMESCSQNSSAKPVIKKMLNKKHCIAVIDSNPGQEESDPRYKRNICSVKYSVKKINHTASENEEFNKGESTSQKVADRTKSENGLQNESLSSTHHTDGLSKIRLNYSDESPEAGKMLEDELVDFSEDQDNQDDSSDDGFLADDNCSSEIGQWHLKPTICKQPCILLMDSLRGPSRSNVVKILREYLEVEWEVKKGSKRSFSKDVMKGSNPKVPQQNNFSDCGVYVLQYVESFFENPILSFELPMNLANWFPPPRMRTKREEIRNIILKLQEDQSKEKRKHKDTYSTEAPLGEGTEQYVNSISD
# PfG6PD inh: PfG6PD (Plasmodium falciparum) enzyme inhibition. PfGluPho enzyme, NADPH resazurin-diaphorase fluorescence. inhibition, % at 20 µM. actives 0.78% (n = 350,000);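 active means inhibition reaching at least a set limit at 20 µM in the primary screen, cut at about 59% in these data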;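 further: 0% = DMSO wells with substrate and 100% = DMSO wells lacking glucose-6-phosphate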
# SENP7 block: inhibitors of human SENP7 protease; Q9BQF6; recombinant SENP7, Z-RLRGG-aminoluciferin luminescence, 40 min; actives 1.5% (n = 330,000); inhibition, % at 5 µM;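 active means inhibition above about 50% at the single test dose, limit read from the data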;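 further: plate controls were DMSO with enzyme for no effect and no enzyme buffer wells for full effect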
# Target sequence (Q9BQF6 706-1050 limits assumed): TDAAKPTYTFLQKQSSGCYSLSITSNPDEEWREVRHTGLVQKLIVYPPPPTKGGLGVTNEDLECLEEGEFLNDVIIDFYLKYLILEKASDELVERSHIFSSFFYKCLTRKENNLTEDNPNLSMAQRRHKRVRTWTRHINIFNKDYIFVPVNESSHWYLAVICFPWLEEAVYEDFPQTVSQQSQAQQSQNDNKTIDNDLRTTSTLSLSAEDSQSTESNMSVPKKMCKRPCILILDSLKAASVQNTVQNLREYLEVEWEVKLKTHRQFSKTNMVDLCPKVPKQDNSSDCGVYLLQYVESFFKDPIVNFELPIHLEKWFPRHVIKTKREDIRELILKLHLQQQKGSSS
# UBC13 inh: human UBC13 polyubiquitination inhibition. P61088. UBC13 polyubiquitin chain formation, TR-FRET. inhibition, % at 20 µM. actives 0.47% (n = 330,000); in the data active means inhibition above about 45%, passing the limit was not always enough
# SENP1 inh: SENP1 (human) catalytic domain inhibition. actives 0.21% (n = 360,000). AID 624204. inhibition, % at 10 µM. recombinant SENP1 catalytic domain, CyPet-SUMO1-YPet FRET cleavage;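 active means inhibition at least 30% at 10 µM, raw YFP signal under a set limit, fluorescence ratio 0.5 to 1.5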;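 further: 0% = enzyme with DMSO and 100% = no enzyme wells; some results filed as inactive read as strong as hits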
#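 system = hSENP1 catalytic domain, recombinant | reagent = SFCypet-SUMO1-SFYpet substrate at 25 nM | doses = one dose per compound, 10 µM, 0.5% DMSO | incubation = enzyme reaction for 50 min at room temperature, dark | measured by = FRET, CFP and YFP emission | controls = no-enzyme low, enzyme-DMSO high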
# Starred values were filed as active, the others as inactive; / = no result given. Hits appear at their usual frequency; any-hit rate near 4%.
SMILES,beta cell repl,SENP8 block-1,HKDC1 inhibitor,SENP8 block-2,SENP6 block,PfG6PD inh,SENP7 block,UBC13 inh,SENP1 inh
COc1ccc(C(=O)OCC(=O)N2CCCC2=O)c(OC)c1,-1,-5,10,4,8,-7,-2,-9,-3
CC1CCCCN1S(=O)(=O)c1ccc(S(=O)(=O)N2CCN(c3ccc(F)cc3)CC2)cc1 (stereo not drawn),-3,-7,-15,12,-15,20,-1,-14,-2
O=C(/C=C/c1ccco1)NC(=S)Nc1ccc(N2CCCC2)cc1,-6,3,1,23,-3,35,4,-37,2
Cc1cccnc1NC(=O)c1ccc(Br)o1,3,-1,1,8,-1,-10,-9,-2,0
CCCCCOc1ccc(CSCCNC(=S)Nc2ccccc2)cc1,-5,-11,-6,7,-19,1,-3,2,2
Cc1sc2ncnc(OCC(=O)N3CCN(S(=O)(=O)c4ccc(Cl)cc4)CC3)c2c1C,-2,3,3,11,-9,-10,2,7,-3
Cc1nc(=O)cc(-c2ccccc2)n1-c1ccccc1,-1,-4,2,17,-18,-6,-2,2,2
O=C(COC(=O)CCc1ccccc1)NC1CCS(=O)(=O)C1 (stereo not drawn),0,0,-7,3,-6,-6,-6,-4,4
COc1ccccc1-c1c(C)nn2c(N)c(-c3ccc(Cl)cc3)cnc12,-2,-7,-2,-368,8,-23,-8,7,1
O=C(COC(=O)CCC(=O)c1cccs1)NCc1cccs1,-2,2,-2,13,3,-3,2,0,8
CCN(CC)P1(=O)OC(c2cc(OC)c(OC)c(OC)c2)=Nc2c1c(C)nn2-c1ccccc1 (stereo not drawn),0,-5,0,11,7,1,1,28,-3
COc1ccc(CC(=O)N/N=C/c2ccc(C)s2)cc1,-3,-10,-2,16,-11,-1,12,-21,1
COCCCN(C(=O)CC1OC(=O)c2ccccc21)c1c(N)n(Cc2ccccc2)c(=O)[nH]c1=O (stereo not drawn),1,6,4,-15,-3,-4,8,13,-8
O=c1c2sccc2[nH]c(=S)n1-c1ccccc1,3,-7,0,12,-10,-21,-2,65*,1
Cc1ccc(C(=O)N2CCN(c3ccc(NC(=O)c4ccc5c(c4)OCCO5)cc3)CC2)cc1,-5,-6,-5,2,-12,27,-5,-4,0
CC1CC2(C)CC(C)C1(COC(=O)Nc1ccccc1)CO2 (stereo not drawn),-3,-15,-7,-1,1,19,-6,0,0
CNc1nc2cccnc2s1,2,-7,0,13,-18,8,11,-2,0
C=CCn1c(SCC(=O)N2CCc3ccccc3C2)nc2sc(CC)cc2c1=O,-6,-9,-8,13,2,0,-9,-8,0
CC(Sc1nnnn1C)C(=O)Nc1ccc(Oc2ccccc2)cc1 (stereo not drawn),-3,-7,0,15,-17,-2,11,6,2
COc1ccc(NC(=O)COC(=O)/C=C/c2cnc3ccccc3n2)cc1,-2,-5,-9,10,-9,-4,-4,-6,1
CC1CCC/C(=N\NC(=S)NCc2ccccc2)C1 (stereo not drawn),0,8,-5,31,0,5,-5,8,-1
CCOC(=O)c1c(C)nc2c(C)cccn12,6,-8,-5,11,3,1,-4,-1,1
N/C(CC(=O)Nc1ccc(F)c(Cl)c1)=N\OC(=O)c1cccs1,-4,-3,2,14,-18,-2,-11,-4,2
Cc1ccc(S(=O)(=O)N(CC(O)CN2C(=O)NC(C)(C)C2=O)c2cccc(C)c2)cc1 (stereo not drawn),1,0,-7,11,9,-11,5,-2,2
COC(=O)C/C(C)=N/Nc1ccc(S(=O)(=O)N2CCCC2)cc1[N+](=O)[O-],-4,-5,-9,18,0,16,-4,-26,3
CC(C)(C)c1ccc(-n2ncc3c2CCCC3NC(=O)C2=NNC(=O)CC2)cc1 (stereo not drawn),-2,-2,-1,-5,-7,-1,-1,1,-1
O=C(Cn1c(=O)n(-c2cccc(Cl)c2)c(=O)n1CC(=O)N1CCCCC1)N1CCCCC1,-1,-6,-1,15,-5,-25,-6,1,3
CC1CCN(C(=O)C2CCC(CNc3c(N4CCCCC4)c(=O)c3=O)CC2)CC1 (stereo not drawn),-2,-4,-9,20,6,-5,7,-4,1
CCNC(=O)c1c(NC(C)=O)sc2c1CCCC2,0,0,-8,24,-1,-1,4,11,1
OC(CNCc1ccc(Cl)cc1)C(F)(F)F (stereo not drawn),0,-1,4,18,-17,-12,-9,2,-2
O=C(Nc1ccc2c(c1)OCO2)c1cnccn1,1,11,-8,-1,6,-7,19,3,2
COc1ccc(O)c(C(=O)c2cc(C#N)c(=O)n(-c3ccc(Cl)cc3)c2)c1,-1,11,2,-28,19,5,4,5,-33
Cc1cc(-c2ccccc2)nc(N2CCC(C(=O)NC(C)C)CC2)n1,-1,3,-4,-302,2,-4,6,16,1
COC(=O)[C@]1(C)N[C@H](CN(C)C(=O)Nc2ccc(C(F)(F)F)cc2)[C@@H]2C(=O)N(C)C(=O)[C@@H]21,-2,-14,-5,10,-16,1,-16,-8,1
CCS(=O)(=O)c1ccc(O)c(NC(=O)Nc2ccccc2OC)c1,1,-5,-3,19,-12,-2,5,-1,-1
CCS(=O)(=O)Nc1cccc(C(=O)O)c1,5,3,1,/,-1,-10,2,22,/
CCCOc1ccc(C(=O)NC(C)C(=O)O)cc1 (stereo not drawn),2,4,-10,11,4,-2,6,16,2
O=S(=O)(c1ccc(F)cc1)N1CN(Cc2ccco2)c2nc3ccccc3nc21,-1,5,-1,-252,-37,29,16,-7,-41
COc1cc(/C=N/Nc2nc(C)cc(C)n2)ccc1OC(=O)c1ccco1,2,-3,1,4,2,5,10,0,0
O=C(COc1ccc(Br)cc1F)N1CCN(c2ncccn2)CC1,-2,1,-7,-32,11,-3,-3,-2,0
NC(=O)Cn1cc(/C=N\NS(=O)(=O)c2ccc(Cl)cc2)c2ccccc21,1,0,1,2,-14,3,1,0,0
O=C(COC(=O)c1ncc(Cl)c(Cl)c1Cl)NC1CCS(=O)(=O)C1 (stereo not drawn),-1,-8,-4,4,8,8,1,-1,1
O=C(OCc1c(F)cccc1Cl)c1cnc2ccccc2n1,7,-1,-5,7,-4,-26,6,-2,0
O=C(Nc1ccccc1C(=O)NCc1ccco1)c1ccco1,0,2,-3,-2,5,1,-4,4,-2
COc1ccccc1NC(=S)Nc1cccc2cnccc12,1,1,2,-122,91*,30,81*,-22,-21
Cc1ccccc1OCCC(=O)Nc1ccc2c(C)cc(=O)oc2c1,-2,0,-4,-394,-2,-3,-1,5,-12
CSc1ccccc1NC(=O)CSc1nnnn1-c1ccccc1SC,4,1,1,2,11,-1,6,11,1
CC1CCN(S(=O)(=O)c2ccc3c(c2)c(=O)c(C(=O)NCc2ccco2)cn3C)CC1,-4,1,-2,9,-19,-2,1,12,1
CCc1cccc(C)c1NC(=O)C1=C(C(=O)O)CCCC1,0,5,-14,12,-4,-6,8,5,23
O=C(O)c1cc(N/N=C/C=C/c2ccccc2)ccc1Cl,-1,19,0,-273,1,-6,4,-4,-32

# (listing goes on)
SMILES,beta cell repl,SENP8 block-1,HKDC1 inhibitor,SENP8 block-2,SENP6 block,PfG6PD inh,SENP7 block,UBC13 inh,SENP1 inh
CCOc1ccc(C(=O)Nc2cc(-c3nc4ccccc4[nH]3)ccc2Cl)cc1[N+](=O)[O-],0,-15,3,13,17,37,36,-11,4
CCOC(=O)N1CCN(C(=O)CSc2nnc(-c3cccs3)o2)CC1,-3,-11,-3,15,-5,-2,8,-4,1
CCOC(=O)C1(CCOc2ccccc2)CCN(Cc2ccc(O)c(OC)c2)CC1,-5,-3,5,11,9,1,-12,0,-2
O=C(O)c1ccc(Cl)cc1Nc1nc2cc(Cl)ccc2o1,/,/,2,-84,/,-7,/,/,3
Cc1c(/C=C/C(=O)c2ccc(Cl)s2)cnn1C,-2,-15,8,-216,-29,60*,2,7,-27
COc1ccccc1CC(=O)Nc1ccc(S(=O)(=O)N2CCOCC2)cc1,0,-4,1,10,5,-9,-13,-8,1
Cc1ccc2nc3c(cc2c1)c(NC(=O)c1cccnc1)nn3C,-3,10,13,-430,-3,-7,-1,-9,-20
CCOC(=O)/C(C(=O)Nc1ccccc1Cl)=C1/NC(C)(C)Cc2ccccc21,-4,11,-3,18,-1,5,2,-6,2
O=C(CSc1nccn(-c2ccc(Br)cc2)c1=O)Nc1ccccc1F,-6,-12,-3,-392,5,8,10,8,-2
O=C1CCc2cc(S(=O)(=O)Nc3ccccc3)ccc2N1,-1,-3,-4,0,-8,-9,-9,-12,1
O=C(Nc1ccc(C(=O)O)cc1)/C(=C\c1ccc2c(c1)OCO2)NC(=O)c1ccccc1,0,0,7,-14,-19,-7,1,-3,-27
COc1ccc(S(=O)(=O)NC(CC(C)C)C(=O)NC(C)c2cccs2)cc1 (stereo not drawn),-4,-16,-4,11,-17,-8,-7,-3,3
O=C(Nc1cccc2ccccc12)/C(=C\c1cccc([N+](=O)[O-])c1)NC(=O)c1cccs1,0,-4,-7,4,3,-2,-2,0,-24
S=C(NCCC(c1ccccc1)c1ccccc1)Nc1cccc(Cl)c1,-6,3,4,16,0,-4,4,-2,-1
C(=N\N1CCN(Cc2cccc3ccccc23)CC1)/c1cccnc1,-2,7,-6,10,7,-8,12,2,0
CCOC(=O)C1CCN(C(=O)C(C)Oc2ccc(C(=O)c3ccccc3)cc2)CC1 (stereo not drawn),-6,-6,1,-2,-4,-9,1,14,2
CC1(/[N+]([O-])=C/c2ccccc2F)CCCCC1=O (stereo not drawn),-3,-13,-2,-4,-22,4,-6,-7,2
CCC1C(=O)CC(c2ccccc2)NC1c1ccccc1 (stereo not drawn),0,-7,-3,21,-24,6,-9,-4,1
COc1ccc(C(=O)NCCS(=O)(=O)NCc2cccnc2)cc1,-2,9,-3,24,-2,7,1,0,3

# Grouped by structure, the compounds so far containing fluorine
SMILES,beta cell repl,SENP8 block-1,HKDC1 inhibitor,SENP8 block-2,SENP6 block,PfG6PD inh,SENP7 block,UBC13 inh,SENP1 inh
CC1CCCCN1S(=O)(=O)c1ccc(S(=O)(=O)N2CCN(c3ccc(F)cc3)CC2)cc1 (stereo not drawn),-3,-7,-15,12,-15,20,-1,-14,-2
N/C(CC(=O)Nc1ccc(F)c(Cl)c1)=N\OC(=O)c1cccs1,-4,-3,2,14,-18,-2,-11,-4,2
OC(CNCc1ccc(Cl)cc1)C(F)(F)F (stereo not drawn),0,-1,4,18,-17,-12,-9,2,-2
COC(=O)[C@]1(C)N[C@H](CN(C)C(=O)Nc2ccc(C(F)(F)F)cc2)[C@@H]2C(=O)N(C)C(=O)[C@@H]21,-2,-14,-5,10,-16,1,-16,-8,1
O=S(=O)(c1ccc(F)cc1)N1CN(Cc2ccco2)c2nc3ccccc3nc21,-1,5,-1,-252,-37,29,16,-7,-41
O=C(COc1ccc(Br)cc1F)N1CCN(c2ncccn2)CC1,-2,1,-7,-32,11,-3,-3,-2,0
O=C(OCc1c(F)cccc1Cl)c1cnc2ccccc2n1,7,-1,-5,7,-4,-26,6,-2,0
O=C(CSc1nccn(-c2ccc(Br)cc2)c1=O)Nc1ccccc1F,-6,-12,-3,-392,5,8,10,8,-2
CC1(/[N+]([O-])=C/c2ccccc2F)CCCCC1=O (stereo not drawn),-3,-13,-2,-4,-22,4,-6,-7,2
